Source: PubChem BioAssay
PfGluPho inh – PfG6PD (Plasmodium falciparum) enzyme inhibition | PfGluPho enzyme, NADPH resazurin-diaphorase fluorescence | inhibition, % at 20 µM | AID 504690 | actives 0.78% (n = 350,000);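 active = inhibition reaching at least a set limit at 20 µM in the primary screen, cut at about 59% in these data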;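 also: 0% = DMSO wells with substrate and 100% = DMSO wells lacking glucose-6-phosphate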
SENP8 block-1 – blocks the human protease SENP8 | Q96LD8 | purified SENP8, Z-RLRGG-aminoluciferin cleavage, luminescence | inhibition, % at 10 µM | actives 1.2% (n = 330,000) | AID 2540; in the data active = inhibition above about 50%
Target sequence (Q96LD8 whole entry, looked up): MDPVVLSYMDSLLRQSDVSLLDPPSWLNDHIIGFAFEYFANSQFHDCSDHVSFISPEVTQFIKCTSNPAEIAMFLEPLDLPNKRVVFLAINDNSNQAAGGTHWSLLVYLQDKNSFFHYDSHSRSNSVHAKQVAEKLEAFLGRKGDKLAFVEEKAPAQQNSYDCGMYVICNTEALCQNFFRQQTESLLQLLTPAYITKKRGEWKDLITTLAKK
MIN6 prolif – MIN6 beta-cell proliferation induction; MIN6 cells proliferation, ATPlite luminescence, 48 h; cells starved in 0.2% serum; 100% = growth in 10% serum; proliferation, % at 10 µM; actives 0.29% (n = 330,000); AID 2380;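 active = compounds whose signal lies at least 3.5 SD above the mean of all wells on their plate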;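 also: 0% = DMSO-treated cells in low-serum medium and 100% = 10% serum control; some compounds called inactive have numbers as strong as hits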
SENP6 inh – blocks the human protease SENP6. Recombinant SENP6 catalytic domain, aminoluciferin luminescence. inhibition, % at 10 µM. actives 1.8% (n = 330,000). AID 2599;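 active = inhibition above about 50% at the single tested dose, limit read from the data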;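 also: plate controls were DMSO wells with enzyme for no effect and DMSO wells lacking enzyme for full effect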
SENP8 block-2 – SENP8 (human) protease inhibition; Q96LD8; recombinant SENP8, Nedd8 substrate fluorescence; inhibition, % at 20 µM; actives 0.64% (n = 360,000); AID 602440; in the data active = inhibition mostly above about 40%, no sharp cut-off; inactive = mostly below about 27%
HKDC1 inhibitor – inhibitors of human hexokinase HKDC1; inhibition, % at 20 µM; recombinant HKDC1, G6PDH/diaphorase resazurin coupled fluorescence; Q2TB90; actives 0.16% (n = 340,000);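 active = inhibition above about 35% when tested at 20 µM, limit read from the data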;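 also: plate controls were DMSO wells with enzyme for no effect and DMSO wells lacking enzyme for full effect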
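Test system: HK5 enzyme. Quantity: 5 µg/mL HK5 final. Reagent: glucose and ATP substrates. Schedule: 90 min reaction incubation at room temperature, dark. Technique: resazurin-to-resorufin fluorescence via G6PDH and diaphorase coupling, 525/613 nm. Control set: DMSO wells with and without enzyme mix.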
SENP7 block – inhibitors of human SENP7 protease; recombinant SENP7, Z-RLRGG-aminoluciferin luminescence, 40 min; inhibition, % at 5 µM; actives 1.5% (n = 330,000);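 active = inhibition above about 50% at the single test dose, limit read from the data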;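 also: plate controls were DMSO with enzyme for no effect and no enzyme buffer wells for full effect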
Target sequence (Q9BQF6 706-1050 limits assumed): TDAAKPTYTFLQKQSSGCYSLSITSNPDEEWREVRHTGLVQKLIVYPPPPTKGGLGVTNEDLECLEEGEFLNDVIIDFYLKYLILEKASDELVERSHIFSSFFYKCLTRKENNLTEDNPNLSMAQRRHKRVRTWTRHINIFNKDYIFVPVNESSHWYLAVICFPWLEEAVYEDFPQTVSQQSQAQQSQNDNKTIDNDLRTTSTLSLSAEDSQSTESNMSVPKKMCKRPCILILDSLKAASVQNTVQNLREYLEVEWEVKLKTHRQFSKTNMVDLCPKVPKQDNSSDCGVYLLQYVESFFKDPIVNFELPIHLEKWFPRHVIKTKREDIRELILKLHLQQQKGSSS
UBC13 polyUb – inhibitors of human UBC13 polyubiquitin chain formation; TR-FRET; inhibition, % at 20 µM; actives 0.47% (n = 330,000); in the data active = inhibition above about 45%, passing the limit was not always enough
Target sequence (P61088 whole entry, looked up): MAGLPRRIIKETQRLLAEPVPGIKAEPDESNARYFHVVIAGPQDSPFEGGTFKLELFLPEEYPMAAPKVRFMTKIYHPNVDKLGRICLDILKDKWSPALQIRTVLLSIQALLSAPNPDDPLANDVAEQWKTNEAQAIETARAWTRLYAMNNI
SENP1 FRET inh – blocks the human SENP1 SUMO protease catalytic domain; actives 0.21% (n = 360,000); recombinant SENP1 catalytic domain, CyPet-SUMO1-YPet FRET cleavage; Q9P0U3; AID 624204; inhibition, % at 10 µM;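 active = inhibition at least 30% at 10 µM, raw YFP signal under a set limit, fluorescence ratio 0.5 to 1.5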;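 also: 0% = enzyme with DMSO and 100% = no enzyme wells; some results filed as inactive read as strong as hits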
Target sequence (Q9P0U3 419-644 limits assumed): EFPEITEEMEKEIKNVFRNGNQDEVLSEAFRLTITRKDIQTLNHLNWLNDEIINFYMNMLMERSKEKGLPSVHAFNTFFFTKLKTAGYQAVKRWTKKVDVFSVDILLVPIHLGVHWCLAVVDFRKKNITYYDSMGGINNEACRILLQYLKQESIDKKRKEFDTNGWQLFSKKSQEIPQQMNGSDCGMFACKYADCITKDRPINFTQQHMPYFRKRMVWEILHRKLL
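system = hSENP1 catalytic domain, recombinant | reagent = SFCypet-SUMO1-SFYpet substrate at 25 nM | doses = one dose per compound, 10 µM, 0.5% DMSO | incubation = enzyme reaction for 50 min at room temperature, dark | measured by = FRET, CFP and YFP emission | controls = no-enzyme low, enzyme-DMSO high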
* marks the source's active call; other numbers are inactive results; nt = not tested or not shown; & = joins results of further samples.

SMILES	PfGluPho inh	SENP8 block-1	MIN6 prolif	SENP6 inh	SENP8 block-2	HKDC1 inhibitor	SENP7 block	UBC13 polyUb	SENP1 FRET inh
COc1ccccc1N1CCN(S(=O)(=O)c2c(C)sc3ncn(CC(=O)NCCN(C)C)c(=O)c23)CC1	-0.7	0.3	1.9	-22.6	16.3	-4.9	-4.1	3.4	-2.1
CCN(CC(=O)Nc1ccc(OC)cc1)C(=O)CCc1nc2ccccc2c(=O)[nH]1	4.5	7.0	-1.3	-5.6	-18.1	-2.2	-0.5	5.7	-10.7
O=C1CC(c2ccc(F)cc2)Sc2nc(-c3ccccc3)c(-c3ccccc3)n21 (stereo not drawn)	42.8	-0.1	-3.0	-0.6	-63.5	-2.3	2.3	-1.9	5.4
CC(C)NC(=O)C12CC3CC(C1)CC(n1cnc(Cl)n1)(C3)C2	5.0	-0.4	-0.6	-9.1	4.8	-6.3	-1.0	-12.4	0.7
Cc1ccc(SCC(=O)OCC(=O)NC2CCCCCC2)cc1	-7.6	-1.1	-2.7	-7.0	9.3	-3.3	-0.2	10.6	3.7
Cc1cccc(C)c1NC(=O)c1c(-c2ccccc2)noc1C	-27.7	6.6	-0.5	11.2	17.1	11.3	14.7	-0.1	-1.0
Cc1cccc(CNC(=O)c2ccccc2N)c1	3.2	4.1	-1.5	-0.2	-273.1	-5.4	1.6	6.5	1.9
COc1ccc(NC(=O)CCN2CCN(c3ccc(F)cc3)CC2)cc1	-6.2	-3.6	2.5	-47.0	26.5	-4.7	-6.5	-5.7	-0.8
CCCC(NC(=O)CCc1c(C)c2cc3c4c(oc3c(C)c2oc1=O)CCCC4)C(=O)O (stereo not drawn)	-30.6	8.2	1.2	-6.4	-274.7	5.9	3.2	-3.7	-16.6
Cn1c(SCC(=O)N2CCN(c3ccccc3)CC2)nnc1-c1ccncc1	10.2	-5.5	-2.1	-3.4	24.7	-9.3	-12.1	-8.6	2.1
CCCCc1cn(C[C@H]2CC[C@@H]([C@@H]3CC[C@H](Cn4cc(CCCC)nn4)O3)O2)nn1	-8.7	5.0	1.4	10.0	10.1	-2.1	1.5	2.6	-1.6
CCN(CC)c1ccc(S(=O)(=O)N2CCCCC2)cc1NC(=O)C1CCC1	-6.4	8.6	-3.7	-4.4	9.3	1.4	-2.0	7.2	-0.1
COc1ccc(CCN(C)C(=O)C2CCCN(Cc3ccc(OC)c(OC)c3)C2)cc1OC (stereo not drawn)	1.7	0.2&-0.8	-0.5&-2.5	5.9&-13.9	32.7&9.0	-7.5	1.3&-3.7	0.6&1.0	3.8&1.2
O=C(Nc1cccc(C(=O)N2CCOCC2)c1)c1cncc(Br)c1	-5.4	5.7	0.8	-6.3	17.3	3.5	-0.4	5.0	-1.6
O=C(CSc1n[nH]c(=O)n1C1CC1)Nc1ccc(F)c([N+](=O)[O-])c1	6.5	-6.8	1.5	-27.3	16.0	-3.2	-7.0	1.3	2.1
COC(=O)[C@]1(CC(C)C)N[C@H](c2ccc(-c3ccc(F)cc3)cc2)[C@@H]2C(=O)N(C)C(=O)[C@@H]21	13.7	9.3	-6.9	-1.1	13.9	4.1	-0.8	9.6	0.3
C[C@H](NC(=O)c1nc[nH]c1C(=O)N1CCN(C(=O)OC(C)(C)C)CC1)C(=O)OC(C)(C)C	2.9	-11.1	0.2	-14.4	9.8	1.5	-16.2	2.2	-1.0
COC(=O)C1CCN(CC(=O)Nc2ccc(C(=O)Nc3ccccc3OC)cc2)CC1	-12.2	5.5	-0.5	2.0	7.4	-6.8	1.8	2.2	1.7
Clc1ccc2nc(N3CCCCC3)[nH]c2c1	47.6	27.0	-2.6	58.6*	12.9	-5.5	52.2*	10.7	-1.2
O=C(COC(=O)Cc1cccc(C(F)(F)F)c1)NCC1CCCO1 (stereo not drawn)	1.2	-5.9	-1.1	0.4	8.0	-0.3	3.3	0.4	1.1

SENP7 block: entries above that show a hit
| SMILES | PfGluPho inh | SENP6 inh | HKDC1 inhibitor | SENP7 block | UBC13 polyUb | SENP1 FRET inh |
| --- | --- | --- | --- | --- | --- | --- |
| Clc1ccc2nc(N3CCCCC3)[nH]c2c1 | 47.6 | 58.6* | -5.5 | 52.2* | 10.7 | -1.2 |

Full records, quoted from the list:
`COc1ccc(NC(=O)CCN2CCN(c3ccc(F)cc3)CC2)cc1` is listed as PfGluPho inh: -6.2; SENP8 block-1: -3.6; MIN6 prolif: 2.5; SENP6 inh: -47.0; SENP8 block-2: 26.5; HKDC1 inhibitor: -4.7; SENP7 block: -6.5; UBC13 polyUb: -5.7; SENP1 FRET inh: -0.8
`COC(=O)C1CCN(CC(=O)Nc2ccc(C(=O)Nc3ccccc3OC)cc2)CC1` is listed as PfGluPho inh: -12.2; SENP8 block-1: 5.5; MIN6 prolif: -0.5; SENP6 inh: 2.0; SENP8 block-2: 7.4; HKDC1 inhibitor: -6.8; SENP7 block: 1.8; UBC13 polyUb: 2.2; SENP1 FRET inh: 1.7

The listing continues:
SMILES	PfGluPho inh	SENP8 block-1	MIN6 prolif	SENP6 inh	SENP8 block-2	HKDC1 inhibitor	SENP7 block	UBC13 polyUb	SENP1 FRET inh
CCSC(=O)NC1CCCCC1	6.7	-3.2	2.0	-11.1	15.4	-4.2	-4.8	2.4	0.8
CCOc1ccc(NC(=O)Cn2nc(-c3ccccc3Cl)n(CC)c2=S)cc1	-16.9	-8.0	-3.2	-1.6	12.6	-9.5	0.8	-3.3	-1.2
CC(=O)Nc1ccc(S(=O)(=O)N2CCC(C(=O)c3ccc(Cl)cc3)CC2)cc1	8.4	-11.5	-0.5	-25.8	15.0	0.1	-9.6	-1.7	-1.5
CCc1ccc(CNC(=O)c2ccc3nc(C4CCCCC4)oc3c2)nc1	nt	-2.4	-5.2	-1.7	-6.9	nt	10.5	-3.7	-5.0
CN(C)CCNc1oc(-c2ccccc2Cl)nc1S(=O)(=O)c1ccccc1	2.5	-3.4	-3.9	7.7	-47.6	-1.2	3.1	4.2	-0.5
CCN(CC(=O)Nc1ccc(NC(C)=O)cc1)C(=O)/C=C/c1ccc(C)o1	-5.0	1.0	-4.8	-1.7	-13.0	-6.0	3.5	-4.0	-3.3
O=S(=O)(c1ccc(OCC(O)CN2CCCC2)cc1)N1CCOCC1 (stereo not drawn)	-10.8	0.6	1.9	-9.8	2.9	-1.9	1.6	7.4	-0.1
O=C(OC(C(=O)NCc1ccc2c(c1)OCO2)c1ccc(Cl)cc1)c1ccco1 (stereo not drawn)	-12.6	-2.7	0.6	-14.1	13.1	-0.2	-7.2	1.0	2.4
O=C(OCc1ccco1)c1ccc(S(=O)(=O)N2CCCCC2)cc1	3.4	-13.1	-1.7	-6.0	18.0	2.9	-5.2	-15.0	-1.1
Cc1nc(C(N)=O)nc2ccccc12	-1.3	9.7	1.0	4.5	20.9	4.9	-1.7	3.6	-1.8
CCOCCOC(NC(=O)c1ccccc1)(C(F)(F)F)C(F)(F)F	2.6	-5.2	-2.4	-12.5	-5.0	-1.9	2.7	5.2	1.1
CC(C)(C)c1ccc(-c2n[nH]c(=S)n2CC2CCCO2)cc1 (stereo not drawn)	27.4	-3.2	-0.8	7.6	-8.6	4.7	5.2	4.8	-1.3
Cc1cccc(OCC(=O)Nc2nccs2)c1C	0.3	89.6*	-4.5	95.0*	1.4	5.3	96.1*	-11.8	-2.7
CN(C)c1ccc(-c2n[nH]c(=S)n2-c2ccccc2)cc1	47.7	-11.7	-2.7	-10.3	-358.3	2.1	-7.5	-13.3	-1.1
Cc1ccc(C)n1-n1c(C)nc2sc(-c3ccccc3)cc2c1=O	-1.4	18.1	-4.1	40.0	-28.2	-1.7	-1.2	-6.8	7.0
C=CCOc1ccccc1CNn1nnnc1N	4.8	-3.9	0.8	-17.3	16.0	-13.3	-3.8	5.6	1.7
O=C(CCC(=O)OCc1cccc(C(=O)Oc2ccccc2)c1)Nc1cccc2ccccc12	5.5	6.9	0.6	26.0	-5.4	5.3	6.7	10.3	-0.1
CNC(=O)NC(=O)C(OC(=O)CCNS(=O)(=O)c1ccccc1)c1ccccc1 (stereo not drawn)	0.4	-8.0	5.6	0.0	2.1	-3.1	9.7	-5.9	4.9
Cc1c(C(=O)N2CCCCC2)c(S(=O)(=O)NCc2ccc(N(C)C)cc2)c(C)n1C	0.7	-1.6	0.7	-2.7	11.4	-5.8	1.6	-5.0	0.2
CN(C)c1ccc(N=Nc2ccccc2C(=O)OCC(=O)NC2CCCC2)cc1	-17.3	-0.5	-2.6	6.7	26.3	16.4	5.2	-185.7	3.4
CCN=C1SC(CC(N)=O)C(=O)N1CC (stereo not drawn)	-15.6	6.2	1.9	7.1	6.8	11.4	3.0	1.7	3.2
CCN(C(=O)COC(=O)C1CC1)c1c(N)n(Cc2ccccc2)c(=O)[nH]c1=O	-10.6	-4.6	-4.1	-6.9	-3.0	-4.5	-6.1	-16.7	-3.2
CC1(C)Cc2c(c(N3CCCCC3)[nH]c(=S)c2C#N)CS1	28.3	nt	nt	nt	-16.7	2.7	nt	nt	-1.2
O=S(=O)(c1ccccc1)N1CCN(C2CCN(Cc3ccccc3)CC2)CC1	-8.3	-3.1	-1.1	-1.6	22.2	-4.0	3.9	-0.5	-3.0
Cc1ccc(C(=O)c2c(NC(=O)c3ccccc3C)sc(C)c2C)cc1	5.3	3.1	-5.2	-11.0	20.2	0.1	-0.2	-19.4	2.7
CC1=C(C(=O)Nc2ccccn2)C(c2ccc(N(C)C)cc2)n2ncnc2N1 (stereo not drawn)	6.0	1.0	-3.0	-4.2	-7.6	-6.0	-4.9	-6.3	-5.7
CC(=O)N1CCC(N(CCN2CCOCC2)C(=S)Nc2ccc(C)c(C)c2)CC1	-6.7	-0.3	-1.3	7.9	17.1	-4.6	7.4	5.8	5.0
CC1=C(C)CC(C(=O)c2ccc(C)cc2)C(C(=O)O)C1 (stereo not drawn)	-20.5	2.2	0.2	-1.7	12.6	-3.9	-0.9	-4.4	-2.2
CN(C)CCNC(=O)CNC(=S)N(CCCN1CCOCC1)Cc1cccs1	-12.6	1.0	-3.4	-14.0	12.6	-5.5	-8.9	-5.9	1.5
CCOC(=O)/C(C#N)=C(\O)c1ccc(NC(=O)c2ccc([N+](=O)[O-])cc2)cc1	5.6	-6.0	2.4	-13.2	39.3	7.4	-4.4	-4.1	2.3
Cc1cccc(NS(=O)(=O)c2cccc(C(=O)NCCCN3CCCC3=O)c2)c1	-0.5	-13.5	5.8	-22.9	14.7	-3.8	1.1	-1.6	1.2
CC(C)C(=O)Nc1nnc(SCC(=O)NC2CC2)s1	-1.6	1.1	-1.1	-8.0	6.5	0.3	1.0	1.1	1.9
CCOC(=O)c1c(C)[nH]c(C)c1C(=O)COC(=O)Cc1ccc(OC)c(OC)c1	-16.2	-0.4	-2.4	-8.3	7.2	-3.5	8.0	6.1	-0.5
O=C(CCc1ccccc1)Nc1cccnc1	-3.0	0.4	-2.5	10.1	19.3	-2.8	2.6	3.0	3.2
CCc1noc(C)c1C(=O)NNC(=O)COc1cc(C)ccc1C	-12.6	0.4	-1.0	-1.9	6.6	-1.0	11.0	-3.0	-0.6
COc1ccc(-c2cc(C(=O)N(C)Cc3ccccc3)c3ccccc3n2)cc1	-1.6	5.9	-2.0	11.5	-487.6	2.9	-0.1	32.6	-0.6
Cc1ccc(Nc2nnc(SCc3cc(=O)n4cc(C)ccc4n3)s2)cc1	22.7	-0.3	-3.5	7.6	1.6	-6.9	-2.2	5.0	0.8
Cc1ccc(S(C)(=O)=O)cc1C(=O)Nc1ccc(S(=O)(=O)Nc2nccs2)cc1	-3.6	10.9	-2.0	-8.2	6.1	-2.1	-4.0	-6.7	-0.4
